Screens: PubChem BioAssay, School of Medicine, Boston University
PL synth Enamine: animal cell phospholipid biosynthesis inhibition, Enamine screen | ZR-82 CHO cells, pyrene fatty acid UV survival, CellTiter Blue; peroxisome-deficient CHO-K1 mutant line; plus DGAT-1, DGAT-2 and ACAT inhibitors | calls only at 10 µM | 20,000 compounds, 0.4% hits;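 active means cell survival signal 2 SD away from solvent-only control wells, confirmed on one or two retests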;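 further: 3 h compound exposure then viability read about one day after UV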
Calls only; i = inactive. Not all compounds are listed, so the mix of outcomes need not match the whole.

SMILES	PL synth Enamine
Cc1sc2ncnc(SCc3nc4sc5c(c4c(=O)[nH]3)CCCC5)c2c1C	i
CCn1cnc2cc(N3Cc4ccccc4C3=N)ccc21	i
Cc1csc2nc(CSc3n[nH]c(-c4cccs4)n3)cc(=O)n12	i
CC1CNC(=O)NC1=O (stereo not drawn)	i
CC1c2cccn2CCN1S(=O)(=O)c1ccc(Cl)c(Cl)c1 (stereo not drawn)	i
NS(=O)(=O)c1ccc(N2CCN(S(=O)(=O)c3ccc4c(c3)CCCC4)CC2)nc1	i
Cc1c(/C=N/N=c2\sc3ccccc3n2C)n(C)n(-c2ccccc2)c1=O	i
CCC(C)N1C(=O)S/C(=C\c2ccc(N3CCOCC3)o2)C1=O (stereo not drawn)	i
O=S(=O)(CCS(=O)(=O)c1ccccc1)OCC(F)(F)F	i
Cc1ccc2nc(NC(=O)c3ccc(Br)cc3)sc2c1	i
COc1ccc(OC)c(C2SCCN2S(=O)(=O)c2cccc3ccccc23)c1 (stereo not drawn)	i
CCN(C(=O)CN1C(=O)NC(CCSC)C1=O)C1CCS(=O)(=O)C1 (stereo not drawn)	i
COc1ccc(C2=NN(C(N)=S)C(c3ccco3)C2)cc1 (stereo not drawn)	i
O=S(=O)(c1cccs1)N1CCN(Cn2nc3ccccn3c2=S)CC1	i
O=S(=O)(Nc1nc2c(F)cc(F)cc2s1)c1ccc(F)cc1F	i
S=c1[nH]c(-c2ccccc2)cn1/N=C/c1ccc2c(c1)OCO2	i
Cc1ccc(S(=O)(=O)N2CCCC(C(F)(F)F)C2)s1 (stereo not drawn)	i
O=C(CSc1nccc(=O)[nH]1)c1cc2ccccc2o1	i
CC(C)(C)c1nnc2sc(SCC(=O)N3CCN(C(=O)c4ccco4)CC3)nn2c1=O	i
CC(C)(C)c1ccc(-c2n[nH]c(=S)n2/N=C/c2cc(I)cc(I)c2O)cc1	i
C=CCNc1nc2ccccc2s1	i
COc1cc(/C(C)=N/n2c(-c3ccc(C4CCCCC4)cc3)csc2=NC(C)C)cc(OC)c1OC	i
COc1ccc(C2=NN(S(C)(=O)=O)C(c3ccco3)C2)cc1OC (stereo not drawn)	i
NC(=O)COC(=O)c1ccc[nH]c1=O	i
CC(C)c1nnc(NC(=O)/C=C/c2ccsc2)s1	i

(next part)
SMILES	PL synth Enamine
CC1(C)CC(N2CCCC2)=CC(=[N+]2CCCC2)C1	i
CC1CCc2c(sc(NC(=O)c3ccc(=O)n(C)n3)c2C(N)=O)C1 (stereo not drawn)	i
FC(F)(F)C(=NCc1cccnc1)NC1(C(Cl)(Cl)Cl)Oc2ccccc2O1	i
O=S(=O)(Nc1ccc2c(c1)CCC2)c1ccc(F)cc1	i
O=C(c1ccco1)N1CCN(/C=C/C(=O)C(F)(F)F)CC1	i
CC1CCCN(S(=O)(=O)c2ccc(Cl)s2)C1 (stereo not drawn)	i
O=[N+]([O-])c1cc(C(F)(F)F)cc([N+](=O)[O-])c1C1=C(N2CCOCC2)CCC1	i
CCNC(=S)NNC(=O)C(=O)NNC(=S)NCC	i
CCN=c1scc(-c2ccc(Br)cc2)n1/N=C/c1ccc2c(c1)OCO2	i
CCS(=O)(=O)c1ccc2oc(=S)n(CN3CCN(c4ncccn4)CC3)c2c1	i
O=S(=O)(Nc1cc(Cl)ccc1O)c1cc(Br)ccc1Br	i
CCC(C)NC(=O)COC(=O)c1c(C)nsc1NC (stereo not drawn)	i
Cc1n[nH]c(=O)c2c(NC(=O)COC(=O)c3ncc(Cl)c(Cl)c3Cl)oc(C)c12	i
c1ccc(CN2CN(CCN3CCOCC3)Cn3c2nc2ccccc23)cc1	i
O=[N+]([O-])c1ccc(Oc2cccc3cccnc23)c2ccncc12	i
O=C1NC(=S)N/C1=C\c1ccc(Br)cc1	i
O=c1c(-c2cscn2)coc2cc(O)ccc12	i
O=S(=O)(NCc1ccco1)c1ccc2c(c1)OCCO2	i
O=S(=O)(c1ccccc1)c1nc(N(c2ccccc2)c2ccccc2)sc1Cl	i
S=c1[nH]nc(C2COc3ccccc3O2)n1-c1ccccc1 (stereo not drawn)	i
CCOC(=O)C1CCN(C(C)c2nc3sc4c(c3c(=O)[nH]2)CCC(C)C4)CC1 (stereo not drawn)	i
O=C1/C(=C\c2ccccc2)N=C(S)N1C(=O)c1ccccc1	i
COc1ccccc1C1=CSC2=NS(=O)(=O)CCN12	i
O=C(C1=C(O)C(=O)N(CCCN2CCOCC2)C1c1ccco1)c1ccco1 (stereo not drawn)	i
O=C(OCn1nnc2ccccc2c1=O)C12CC3CC(CC(Br)(C3)C1)C2	i

Structural class, the entries above with a tert-butyl group.
SMILES	PL synth Enamine
CC(C)(C)c1nnc2sc(SCC(=O)N3CCN(C(=O)c4ccco4)CC3)nn2c1=O	i
CC(C)(C)c1ccc(-c2n[nH]c(=S)n2/N=C/c2cc(I)cc(I)c2O)cc1	i

By substructure, the entries above containing a CF3 group
SMILES	PL synth Enamine
O=S(=O)(CCS(=O)(=O)c1ccccc1)OCC(F)(F)F	i
Cc1ccc(S(=O)(=O)N2CCCC(C(F)(F)F)C2)s1 (stereo not drawn)	i
FC(F)(F)C(=NCc1cccnc1)NC1(C(Cl)(Cl)Cl)Oc2ccccc2O1	i
O=C(c1ccco1)N1CCN(/C=C/C(=O)C(F)(F)F)CC1	i
O=[N+]([O-])c1cc(C(F)(F)F)cc([N+](=O)[O-])c1C1=C(N2CCOCC2)CCC1	i

Given as comma-separated lines: entries from further up.
SMILES,PL synth Enamine
CC(C)c1nnc(NC(=O)/C=C/c2ccsc2)s1,i
CC1(C)CC(N2CCCC2)=CC(=[N+]2CCCC2)C1,i
CC1CCc2c(sc(NC(=O)c3ccc(=O)n(C)n3)c2C(N)=O)C1 (stereo not drawn),i
FC(F)(F)C(=NCc1cccnc1)NC1(C(Cl)(Cl)Cl)Oc2ccccc2O1,i
O=S(=O)(Nc1ccc2c(c1)CCC2)c1ccc(F)cc1,i
O=C(c1ccco1)N1CCN(/C=C/C(=O)C(F)(F)F)CC1,i
CC1CCCN(S(=O)(=O)c2ccc(Cl)s2)C1 (stereo not drawn),i
O=[N+]([O-])c1cc(C(F)(F)F)cc([N+](=O)[O-])c1C1=C(N2CCOCC2)CCC1,i
CCNC(=S)NNC(=O)C(=O)NNC(=S)NCC,i
CCN=c1scc(-c2ccc(Br)cc2)n1/N=C/c1ccc2c(c1)OCO2,i
CCS(=O)(=O)c1ccc2oc(=S)n(CN3CCN(c4ncccn4)CC3)c2c1,i
O=S(=O)(Nc1cc(Cl)ccc1O)c1cc(Br)ccc1Br,i

(more compounds)
SMILES	PL synth Enamine
Cc1ccc(NS(=O)(=O)c2c(C)c(C)cc(C)c2C)nc1	i
Oc1ccccc1C1Nc2ccccc2-c2nc3ccccc3n21 (stereo not drawn)	i
O=[N+]([O-])c1ccc(S(=O)(=O)ON(c2ccccc2)S(=O)(=O)c2ccccc2)cc1	i
Oc1[nH]c2c(Br)cc(Br)cc2c1N=Nc1ccc(C(F)(F)F)cn1	i
Cc1nc(N2CCN(CC3CCCO3)CC2)c2c3c(sc2n1)CCC3 (stereo not drawn)	i
S=C(Nc1ccc(N2CCOCC2)cc1)Nc1cccc2ccccc12	i
COCCNc1nc(-c2ccc[nH]2)cs1	i
O=C(NC1CCCCC1)OCC(F)(F)F	i
O=C1N=c2ccccc2=C1N=Nc1c(O)[nH]c2c(Cl)cc(Cl)cc12	i
Cc1cc(CSc2ncnc3sccc23)no1	i
Cc1cc(C)nc(-n2nc(C)c(Br)c2Nc2ccc(Br)cc2)n1	i
C=CCn1c2[n+](c3ccccc3c1=O)CCCCC2	i
COc1ccc(S(=O)(=O)N2CCN(c3ncccn3)CC2)cc1	i
COc1ccc(S(=O)(=O)Nc2ccc(S(C)(=O)=O)cc2)cc1Br	i
O=C1c2ccccc2S(=O)(=O)N1c1ccccc1F	i
O=C1NC(c2ccccc2)(C(F)(F)F)N=C2C=CC=CN12 (stereo not drawn)	i
CCOC(=O)C(CCC(=O)O)(CCC(=O)O)C(=O)OCC	i
OC(CSc1nnnn1-c1ccccc1)C(O)C(O)c1cnn(-c2ccccc2)n1 (stereo not drawn)	i
CCc1cc(C(=O)NN2C(=O)NC3(CCCCC3)C2=O)sc1C	i
Cc1ccoc1C(=O)O	i
c1ccc2sc(C34CC5CC(CC(C5)C3)C4)nc2c1	i
O=c1cc(-c2ccc3c(c2)OCCO3)oc2cc(Cl)ccc12	i
Cc1cc(C=C2Sc3ccc4ccccc4c3N2C)cc(C)[n+]1CC1CCCO1 (stereo not drawn)	i
Cn1c(-c2sc(=S)n(-c3ccccc3)c2N)nc2ccccc21	i
Cc1cc(CSc2nnc(-c3sc4ccccc4c3Cl)o2)no1	i

Further results.
SMILES	PL synth Enamine
C=CCNC(=O)NC(=O)CSc1nncn1C	i
C[n+]1cn(Cc2cccc3ccccc23)c2ccccc21	i
S=c1nc(SCc2cc(Br)cc3c2OC(c2ccccc2)OC3)[nH]c2ccccc12 (stereo not drawn)	i
O=[N+]([O-])c1ccc(C(O)CNC(=S)NC2CC3CCC2C3)cc1 (stereo not drawn)	i
O=C(CCN1CCCC1)N1N=C(c2cccs2)CC1c1cccs1 (stereo not drawn)	i
CCOC(=O)c1sc(S(N)(=O)=O)c(C(=O)OCC)c1C	i
O=S(=O)(Nc1ccc(Cl)cc1F)c1cc(Cl)ccc1Cl	i
COCCNC(=S)NC(=O)c1ccco1	i
CC1CN(c2ccc(S(=O)(=O)C(F)(F)F)cc2[N+](=O)[O-])CC(C)O1 (stereo not drawn)	i
Cc1cc(C)c2c(=O)cc(S)[nH]c2n1	i
c1csc(-c2[nH]c3ccccc3c2-c2nc3ccccc3[nH]2)c1	i
C=C(C)CN=c1scc(-c2cc(OC)ccc2OC)n1/N=C/CCC	i
CN1/C(=C\C=Nc2ccccn2)C(C)(C)c2ccccc21	i
Cc1nn(-c2nc3ccccc3[nH]2)c(N)c1N=Nc1ccc(S(N)(=O)=O)cc1	i
Nc1nc(-c2nc3ccccc3s2)cs1	i
C[N+](C)(C)CCN1C(=O)CSC1=O	i
S=c1[nH]nc(-c2c[nH]c3ccccc23)n1-c1ccc(Cl)cc1	i
COc1ccc(/C=C2\CCCC3=C2Nc2ncnn2C3c2ccc(OC)cc2)cc1 (stereo not drawn)	i
Cc1n[nH]c(C)c1S(=O)(=O)N1CCC(C(=O)O)CC1	i
Clc1ccc(Cl)c(-c2ccc(-c3ncc(-c4cccs4)o3)o2)c1	i
CCSc1nnc(NC(=O)CCc2c(C)nc3nc(SC)nn3c2C)s1	i
CC(=O)NC1=NN(C(C)=O)C2(CCCCC2)S1	i
CC(C)(C)C1CCc2c(sc3[nH]c(=S)[nH]c(=S)c23)C1 (stereo not drawn)	i
Cn1nnnc1SCC(=O)NC1CCCC1	i
Cc1cc(C(=O)CSc2nnnn2C2CCCC2)c(C)n1CC1CCCO1 (stereo not drawn)	i

Remaining list, next part:
SMILES	PL synth Enamine
CN1CCN(CC(O)COCc2ccc3c(c2)OCO3)CC1 (stereo not drawn)	i
C=CCNC(=O)CSc1nc2sc3c(c2c(=O)[nH]1)CCCC3	i
O=S(=O)(Nc1ccc(NS(=O)(=O)c2ccc(Cl)cc2)c(Cl)c1)c1ccc(Cl)cc1	i
O=P1(Nc2ccc(SC(F)F)cc2)C=C(c2ccccc2)OC(c2ccccc2)=C1	i
CC(=O)CC(=O)N(CCC[N+](C)(C)C)CCC[N+](C)(C)C	i
Cc1c2c(nc3ccccc13)CCc1ccccc1-2	i
CC(C)N=c1scc(-c2cccc(Br)c2)n1/N=C/c1ccc2c(c1)OCCO2	i
CC(=O)CCN1C(=O)NC2(CCCCCC2)C1=O	i
CN(C)/N=C/c1ccc(P(=O)(c2ccccc2)c2ccccc2)n1C	i
CC1CCC(C(C)C)C(OP(=O)(Nc2ccccc2F)c2ccccc2)C1 (stereo not drawn)	i
CN(C)c1ccc(/C=N/Nc2c(F)c(F)cc(F)c2F)cc1[N+](=O)[O-]	i
O=C(Cn1ncc(Cl)c(Cl)c1=O)N(C1=CCCCC1)C1CC1	i
c1ccc(SCc2cn3ccsc3n2)cc1	i
Cn1c(=O)c2c(ncn2CC(=O)NCCO)n(C)c1=O	i
C#CCSc1nc(N)c2c(C)c(C)sc2n1	i
CCC1=NN2CCS(=O)(=O)N=C2S1	i
COc1cc(/C=N/OCc2cc([N+](=O)[O-])cc3c2OCOC3)ccc1OC(F)F	i
Clc1ccc2sc(SCc3cn4ccccc4n3)nc2c1	i
O=C(NOCC(=O)N1N=C2/C(=C/c3ccccc3)CCCC2C1c1ccccc1)c1ccccc1 (stereo not drawn)	i
c1ccc2oc(SCc3cn4ccccc4n3)nc2c1	i
CC(Sc1nncs1)C(=O)NC(C)C1CC2CCC1C2 (stereo not drawn)	i
NC(=NC(=NS(=O)(=O)c1ccccc1)c1ccccc1)SCc1ccccc1	i
NC(=O)c1c(NC(=O)CC23CC4CC(CC(C4)C2)C3)sc2c1CCC2	i
CC1CCCCC1Nc1ncnc2sc3c(c12)CCC3 (stereo not drawn)	i
Cc1nc(SCC(=O)NC(C)C)c2c(C)c(C)sc2n1	i

(next part)
SMILES	PL synth Enamine
CC(C)Cc1nnc(N)s1	i
CCN1C(=Cc2cc(C)[n+](CCCN3CCOCC3)c(C)c2)Sc2ccccc21	i
O=C(O)C1CCCN(S(=O)(=O)c2ccc(Cl)s2)C1 (stereo not drawn)	i
CCSC1=NC2(CCCCC2)Nc2sc3c(c21)CCCC3	i
O=C(CN1C(=O)c2ccccc2S1(=O)=O)N(C1CCCC1)C1CCS(=O)(=O)C1 (stereo not drawn)	i
C#CCSc1nnc(CSc2nc3ccccc3s2)n1-c1ccccc1	i
NCc1nnc2ccc(C(F)(F)F)cn12	i
c1ccc(N2CCN(c3cnccn3)CC2)nc1	i
CCCn1c(SCC(=O)NCCN2C(=O)CSC2=O)n[nH]c1=O	i
O=[N+]([O-])c1ccc2c(c1)OCCOCCOCCOCCO2	i
O=S1(=O)N=C2CCCCCN2C(c2ccc(Br)cc2)N1 (stereo not drawn)	i
CC(=Nc1ccccn1)c1c(O)c2ccccc2oc1=O	i
CCN1C(=S)SC(=O)C1=C1C=C(C)N(CCOC)C(C)=C1	i
O=C(C1CCCO1)N1CCN(Cc2nc3sc4c(c3c(=O)[nH]2)CCCC4)CC1 (stereo not drawn)	i
FC(F)(F)c1ccc2c(c1)n(Cc1ccccc1)c1[n+]2CCCCC1	i
OCCN1CCN(CC(O)Cn2c3ccccc3c3cc(I)ccc32)CC1 (stereo not drawn)	i
C=CCN=c1scc(-c2ccc(F)cc2)n1/N=C/c1ccccn1	i
